ALOX15B inhib = 15-hLO-2 (ALOX15B) enzyme inhibition. O15296. purified 15hLO-2, xylenol orange hydroperoxide absorbance. Potency, µM (titrated, usually from 57.1 µM), for inactives: top-dose activity change, negative = inhibition, most hits filed as inhibitors. hit rate 0.56% among 110,000. AID 881; also: potency is read from the fitted curve at half-maximal effect; nearly all actives have a fitted effect of over 60% in size; many of its hits are not listed in these tables
Target sequence (O15296 whole entry, looked up): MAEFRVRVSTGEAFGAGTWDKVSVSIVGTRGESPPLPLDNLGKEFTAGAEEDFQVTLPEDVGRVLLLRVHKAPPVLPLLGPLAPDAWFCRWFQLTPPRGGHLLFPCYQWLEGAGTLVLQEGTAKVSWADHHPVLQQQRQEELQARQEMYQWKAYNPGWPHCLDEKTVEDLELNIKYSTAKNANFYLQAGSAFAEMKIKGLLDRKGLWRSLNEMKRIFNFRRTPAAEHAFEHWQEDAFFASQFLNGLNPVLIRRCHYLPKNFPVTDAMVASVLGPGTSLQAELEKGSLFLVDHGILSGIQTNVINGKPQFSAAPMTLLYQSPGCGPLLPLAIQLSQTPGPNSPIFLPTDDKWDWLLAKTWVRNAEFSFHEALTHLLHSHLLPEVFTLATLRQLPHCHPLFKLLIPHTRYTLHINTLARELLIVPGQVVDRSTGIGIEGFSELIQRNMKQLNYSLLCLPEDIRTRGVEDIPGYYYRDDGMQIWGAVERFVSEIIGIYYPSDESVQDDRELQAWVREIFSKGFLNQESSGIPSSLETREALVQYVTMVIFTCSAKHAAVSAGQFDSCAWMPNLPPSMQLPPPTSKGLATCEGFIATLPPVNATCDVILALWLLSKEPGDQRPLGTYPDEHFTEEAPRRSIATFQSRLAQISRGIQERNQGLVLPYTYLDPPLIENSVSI
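Purified human 15hLO-2 (50 nM) preincubated 15 min with compound, then 45 uM arachidonic acid for 90 min at RT in 25 mM Hepes pH 7.5, 0.01% Triton X-100. Hydroperoxide detected by Fe-xylenol orange; 573/405 nm absorbance ratio.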
12-hLO inh = inhibitors of human 12-lipoxygenase (ALOX12); P18054; purified 12-hLO, xylenol orange hydroperoxide absorbance; Potency, µM (titrated, usually from 57.1 µM), for the others: top-dose activity change, negative = inhibition, hits mostly inhibitors; hit rate 0.12% among 150,000; also: potency is read from the fitted curve at half-maximal effect; nearly all actives have a fitted effect of over 55% in size; many of its hits are not listed in these tables
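Hydroperoxide formation by human 12-lipoxygenase from 40 uM arachidonic acid was followed colorimetrically via ferric-xylenol orange complex, using the 573/405 nm absorbance ratio. Enzyme concentration was 150 nM, with 30 min reaction at room temperature.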
IMPase cell inh = IMPase inhibition in cells | P97697 | inhibition (IP1 accumulation), % at 46.1 µM | CHO-M1 cells, IP1 accumulation, HTRF TR-FRET ratio | AID 901 | 120,000 tested, under 10 active; active = well fitted curve in the direction sought with a large enough effect in the signal ratio, not every such curve was filed as active; inconclusive = small, poorly fitted or top-dose-only effect, or a change in a side signal; inactive = no such curve, though single readings can be large or run the other way; the % refers to the signal ratio;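 also: cells stimulated with carbachol in lithium chloride buffer; plate controls were DMSO basal wells for no effect and reference inhibitor wells for full effect; higher means more IMPase inhibition seen as more IP1 and lower FRET ratio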
Target sequence (P97697 whole entry, looked up): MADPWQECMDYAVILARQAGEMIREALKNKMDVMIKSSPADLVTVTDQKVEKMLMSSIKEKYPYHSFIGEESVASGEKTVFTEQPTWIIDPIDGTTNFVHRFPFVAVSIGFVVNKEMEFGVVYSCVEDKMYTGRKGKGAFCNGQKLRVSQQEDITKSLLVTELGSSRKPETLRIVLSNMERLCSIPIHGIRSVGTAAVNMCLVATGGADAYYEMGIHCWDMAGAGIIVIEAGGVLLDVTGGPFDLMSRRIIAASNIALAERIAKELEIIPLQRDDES
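Carbachol-driven Gq signalling in CHO-M1 cells (2000/well) generates IP1. Compounds that block IMPase raise IP1 and so reduce the FRET signal from Eu-anti-IP1 and d2-IP1 after a 10 min room-temperature lysis.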
PNC inhibitor = inhibitors of perinucleolar compartment assembly. PC3M PTB-GFP, PNC prevalence imaging, 16 h; hits give low values. activity change (PNC), negative = inhibition, % at 10 µM. hit rate 3.1% among 140,000;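 active = readout at or below -70, meaning at least 70% loss of cells showing the perinucleolar compartment, a nuclear body marking cancer cells; inconclusive = readout between -30 and a set limit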;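 also: plate controls were DMSO wells for no effect and camptothecin positive control wells for full effect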
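Compounds are pinned in duplicate onto adhered PC3M cells stably expressing GFP-tagged PTB and incubated 16 h at 37 C. Cells are then fixed, nuclei stained with Hoechst, and PNC-positive cells counted.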
Active calls of the source: *; ? = inconclusive; . = no result given; [ ] = another dose, or the depositor's remark. Unless noted, calls follow the shape of the dose curve; as a rule, active = well fitted curve in the direction sought with a large enough effect; inconclusive = small, poorly fitted or top-dose-only effect, or another doubt; inactive = no such curve, though single readings can be large; an effect the other way counts as inactive or inconclusive. Unless noted, % is scaled to controls: 0 for no effect and ±100 for the full control effect.

Molecule | ALOX15B inhib | 12-hLO inh | IMPase cell inh | PNC inhibitor
CNC(=S)NNC(=O)Cc1ccc(OC)c(OC)c1 | -1% | -4% | -7 | ?
COc1ccccc1C(=O)Nc1ccc(-c2nnc(SCC(=O)O)n2C)cc1 | -7% | 5% | 7 | 25
CN(C)Cc1ccccc1-c1cc(-n2ccnc2)ncn1 | 23% | -2% | . | .
Cc1ccc(CSc2nc3ccccc3cc2C=O)cc1 | ? | -4% | 4 | -28
O=C(CCSCc1ccc(Cl)cc1)NCCC1=CCCCC1 | . | -1% | 8 | -8
Cc1ccc(CNC(=O)C2C3C=CC4(CN(Cc5cccnc5)C(=O)C24)O3)cc1 (stereo unspecified) | -2% | 3% | 2 | -18
COc1ccc(C(=O)CSc2nnc(-c3ccc(S(=O)(=O)N4CCOCC4)cc3)o2)cc1 | -4% | -2% | ? | -11
O=C1C(Nc2ccccc2)=C/C(=N/S(=O)(=O)c2cccs2)c2ccccc21 | . | 3% | . | -81*
Cc1ccc2cc3c(NC(=O)CC(C)C)nn(C)c3nc2c1 | 0% | -10% | 1 | 2
CCC(C(=O)O/N=C(\N)c1ccc(Cl)cc1)c1ccccc1 (stereo unspecified) | 1% | 0% | 12 | 41
CC(C)Oc1ccc(C(=O)Nc2cc(=O)n(C)c(=O)n2C)cc1 | -1% | 1% | -3 | -23
CCc1nc(SCC(=O)Nc2c(C)nn(C)c2C)c2cnn(-c3ccccc3)c2n1 | -11% | 2% | 9 | 23
CCOC(=O)c1[nH]c2ccc(F)cc2c1NC(=O)Nc1ccccc1OC | -16% | 1% | 3 | -8
Cc1ccc(NC(=O)C2CC=CCC2C(=O)N2CCCCC2)cc1 (stereo unspecified) | -4% | -12% | 2 | -9
CC(C)(C)NS(=O)(=O)c1ccc(NC(=O)NC2CCCCC2)cc1 | -7% | -8% | -8 | ?
CC(C)(C)C1CCc2c(C(=O)NNC(=O)CCC(=O)O)csc2C1 (stereo unspecified) | . | 6% | . | -1
CCC(=O)N=c1sc2c(C)cc(C)cc2n1CC(=O)OC | 1% | -9% | 7 | 25
CCOc1ccccc1NC(=O)c1c(NC(=O)CNCc2ccco2)sc2c1CCC2 | -5% | -7% | 5 | -11
Cc1cc(C)n(-c2nc3c(c(=O)[nH]c(=O)n3C)n2CC(O)COc2ccc(Cl)cc2Cl)n1 (stereo unspecified) | . | 6% | -5 | 61
Cc1noc(C)c1-c1nccc(N2CCNCC2)n1 | 13% | 8% | . | .
O=C(COC(=O)C1=COCCO1)Nc1ccc(Oc2ccccc2)cc1 | 2% | -3% | 1 | 7
COc1ccc2c(C)cc(SCn3nnc4ccccc4c3=O)nc2c1 | . | 0% | 4 | -15
Cn1nc(C(F)(F)F)c(C(=O)Nc2ccc(F)cc2F)c1Sc1cccc(C(F)(F)F)c1 | -1% | 2% | 0 | 2
COc1cccc(CNc2nc3ccccc3n2CCN2CCCCC2)c1 | 41%[activator] | -24% | 15 | ?
Cc1cc(C)c(O)c(Cc2cccc(Cc3cc(C)cc(C)c3O)c2O)c1 | -2%[11.4 µM] | 0%[11.4 µM] | . | .
O=C(Nc1ccc(OC(F)(F)F)cc1)C1=NCCN1 | . | 0% | . | ?
CCNC(=O)N1c2ccc(OCC)cc2C(C)=CC1(C)C | -28% | ? | 10 | 4
Cc1nc(NCc2ccccc2)c2nc(-c3ccccc3)n(CCN(C)C)c2n1 | 58%[activator] | -3% | . | .
Cn1ncc2nc[nH]c(=O)c21 | 1% | -2% | -3 | 31
O=C1CC(c2cccs2)CC(O)=C1C=NCCN1CCNCC1 (stereo unspecified) | 23% | -6% | 4 | -3
O=c1c(-c2ccccc2)c(O)nc2ccccn12 | -10% | 0% | -4 | ?
COc1cc(C2c3c(-c4ccccc4)n[nH]c3C(=O)N2c2ccccc2)ccc1O (stereo unspecified) | -17% | -8% | 13 | -18
FB(F)F | -1% | -3% | . | .
CCC1CCCCN1C(=O)CSc1nnc(CNC(=O)COc2ccc(Cl)cc2)o1 (stereo unspecified) | 3% | -5% | -2 | -15
CC(C)CCC(CC(C)O)c1n[nH]c(=S)n1-c1ccccc1 (stereo unspecified) | . | 0% | . | ?
CC1=C(C)/C(=N/OC(=O)c2cccc([N+](=O)[O-])c2)C=CC1=O | . | 1% | -8[0.369 µM] | ?
CCCNC(=O)c1c(C)cc(=O)oc1C | 0% | -2% | -4 | ?
Cc1ccc(/C=N/Nc2ccc3c(C(F)(F)F)cc(C(F)(F)F)nc3n2)cc1 | 6% | -2% | 5 | -12
O=C(Oc1ccc2ccc(=O)oc2c1)c1cccs1 | . | -1% | . | 19
CC(=O)N1CCC2(CC1)C(C#N)=C(N)OC1=C2C(=O)CC(C)(C)C1 | -1% | 4% | 2 | 43
COc1ccc(NC(=O)Nc2cc3oc4ccccc4c3cc2OC)cc1 | 2% | 9% | -1 | 169
CCOCC(=O)Nc1cc(C(=O)OC)ccc1C(=O)OC | -3% | 1% | 6 | 35
C[C@]12C=CC(=O)C=C1CC[C@@H]1[C@@H]2[C@@H](O)C[C@@]2(C)[C@H]1CC[C@]2(O)C(=O)COC(=O)CCC(=O)O | . | 2% | . | 3
O=C(COC(=O)[C@@H]1CC(O)CN1S(=O)(=O)c1ccc([N+](=O)[O-])cc1)NC12CC3CC(CC(C3)C1)C2 (stereo partly specified) | . | 0% | -4 | ?
O=c1c2ccccc2nc(COc2ccccc2)n1/N=C/c1ccco1 | -11% | -19% | 1 | 40
O=C(O)CCc1nc(-c2cccs2)no1 | 0% | 9% | -11 | -28
O=C(CN1CCN(c2ccccn2)CC1)NC(=O)NC1CCCCC1 | 2% | -5% | -4 | -10
CC(=O)C1=C(C)NC(SCC(=O)c2ccccc2)=C(C#N)C1CC(C)C (stereo unspecified) | ? | -22% | ? | 6
CCCn1c(=O)c2[nH]c(-c3ccc(OCC(=O)NCCN)cc3)nc2n(CCC)c1=O | 25% | -25% | 2 | .
COc1ccc(CCNC(=O)C/C(C)=N/NC(=O)C2CCCCC2)cc1OC | . | 2% | . | -25
CC(=O)Nc1c(O)nc(SCC(=O)Nc2sc3c(c2C#N)CCCCCC3)[nH]c1=O | -3% | -5% | 1 | -8
O=C(NCN1C(=O)C2C3C=CC(C3)C2C1=O)OC1CCCCC1 (stereo unspecified) | -5% | -1% | 1 | 27
Cc1ccc(S(=O)(=O)N2CCC(C(=O)N3CCC[C@H]3C(=O)NCc3ccccc3)CC2)cc1 | 2% | -5% | 5 | ?
CS(=O)(=O)N(CC(=O)NCCSC1CCCCC1)c1ccc2c(c1)OCO2 | -5% | -3% | 11 | 38
COc1ccccc1C1CC(=O)Oc2cc(C)cc(C)c21 (stereo unspecified) | 11%[0.0915 µM] | 0%[0.00818 µM] | . | .
CN(c1ccccc1)c1ccc(/C=N/NC(=O)CC#N)cc1 | . | -2% | . | 6

One compound at a time (already shown). Values in the order: ALOX15B inhib	12-hLO inh	IMPase cell inh	PNC inhibitor
CCOCC(=O)Nc1cc(C(=O)OC)ccc1C(=O)OC is listed as -3%	1%	6	35
O=c1c2ccccc2nc(COc2ccccc2)n1/N=C/c1ccco1 is listed as -11%	-19%	1	40
CCC1CCCCN1C(=O)CSc1nnc(CNC(=O)COc2ccc(Cl)cc2)o1 (stereo unspecified) is listed as 3%	-5%	-2	-15

The results go on.
Molecule | ALOX15B inhib | 12-hLO inh | IMPase cell inh | PNC inhibitor
O=C(NCCOC(=O)c1ccc(Cl)cc1)c1cccnc1 | 9% | 1% | -8 | 30
COc1ccc2c(c1)CCc1cc(C(=O)N3CCN(c4ccc(N5CCOCC5)nn4)CC3)sc1-2 | -3% | -4% | -9 | 9
CCOc1ncccc1C(=O)N(C)CC(=O)Nc1ccc(C)cc1 | . | -2% | 4 | -13
O=C1c2cccnc2-c2ncccc21 | -1% | -8% | 3 | 59
CC(C)CCn1nnnc1C(C(C)C)N1CCC(C(N)=O)CC1 (stereo unspecified) | . | 4% | -1 | -23
Cc1cccc(NC(=S)N2CCC(C(=O)c3ccc(F)cc3)CC2)c1C | -3%[11.4 µM] | -15% | 0[1.84 µM] | -2
O=C1CC(N2CCOCC2)C(=O)N1CCN1C(=O)CC(N2CCOCC2)C1=O (stereo unspecified) | -1% | 1% | -7 | -8
Cc1ccc2nc3c(cc(C#N)c(=O)n3CCN3CCOCC3)c(=O)n2c1 | -4% | -3% | 17 | -122*
CCN(CC)S(=O)(=O)c1ccc(C(=O)Oc2coc(CSc3nc(C)cc(C)n3)cc2=O)cc1 | . | -3% | . | 48
Cc1ccn2cc(CCNS(=O)(=O)c3ccc4c(c3)CCCC4)nc2c1 | . | -1% | . | -7
O=C(Nc1ccccc1)c1cccc(N2C(=O)CCC2=O)c1 | -9% | 2% | -3 | ?
CCOC(=O)N1CCN(CCC(=O)Nc2ccc(OC)cc2OC)CC1 | . | 2% | 14 | -9
Cc1ccc(-c2c(C(=O)NCc3ccccc3)oc(=O)c3ccccc23)cc1 | . | 1% | . | ?
CCOC(=O)CN(C(=O)CN1CCC(n2nnc3cc(C)ccc32)CC1)c1ccccc1 | 6% | -2% | 0 | 8
CN(C(=O)CSCC(=O)O)C1CCCCC1 | . | 1% | -4 | ?
COc1cc(/C=C/C(=O)NC(C)C)ccc1OCc1ccccc1 | . | 4% | . | ?
NC(=O)c1sc2nc(-c3ccco3)ccc2c1N | -5% | -20% | -17 | -2
CCOn1c(=O)c(-c2ccc(OC)cc2)[n+]([O-])c2ccccc21 | -15% | -2% | 9 | 9
COc1cccc(Nc2nc(NCCO)c3ccccc3n2)c1 | 24% | -12% | 7 | 18
O=C(CCc1ccccc1)Nc1nnc(-c2ccc3c(c2)CCCC3)o1 | 3% | -2% | -4 | -29
CCN1C(C(=O)c2ccccc2)=C(Nc2ccccc2C)c2ccccc2S1(=O)=O | . | 3% | . | ?
COc1ccc(OCC(=O)Nc2ccccc2OC)cc1 | 1% | 2% | 12 | -9
CCCCn1c(=O)c(CCC(=O)OCC(=O)Nc2cc(Cl)ccc2OC)nc2ccccc21 | . | 3% | . | 24
CC(C)C(NS(=O)(=O)c1ccc2c(c1)oc(=O)n2C)C(=O)N1CCN(C2CCCCC2)CC1 (stereo unspecified) | 4% | 8% | 5 | 4
CCOC(=O)N/N=C\c1ccc(C)s1 | . | 4% | . | -24
CC(=O)OCCN1C(=O)c2cccnc2C1=O | -3% | 0% | 5 | -13
COc1cccc(NC(=S)N/N=C2/CCCCc3ccccc32)c1 | . | ? | 3 | ?
CN(C(=O)c1ccc(=O)[nH]c1)C1(C(=O)NC2CCCCC2)CCCCC1 | 2% | -5% | 0 | -26
CN1CCN(NC(=O)C23CC4CC(CC(C4)C2)C3)CC1 | . | 1% | -1 | 3
O=C(CSc1nnc(-c2cccnc2)n1Cc1ccccc1)N1CCOCC1 | -2% | -4% | 2 | 3
CCOC(=O)C1CCCN(C(=O)CSc2nccn2C)C1 (stereo unspecified) | 13% | 1% | 2 | -20
CCC1(c2ccccc2)NC(=O)N(CC(=O)Nc2cccc(C#N)c2)C1=O (stereo unspecified) | -2% | -4% | -6 | 5
Cn1c(SCC(=O)Nc2cccc(O)c2)nnc1-c1ccc(S(=O)(=O)N2CCOCC2)cc1 | 6% | -5% | 0 | -1
O=C(NCC(=O)N(Cc1cccs1)C(C(=O)NC1CCCCC1)c1ccco1)c1ccco1 (stereo unspecified) | . | -1% | 15 | 10
CCc1ccc(NC(=O)COC(=O)c2ccc(Cl)c(S(=O)(=O)N3CCCCCC3)c2)cc1 | . | -1% | . | 13
C=CCc1c(C)[nH]c2ccc(C)cc2c1=O | 2% | 2% | 6 | 5
CSc1ncccc1C(=O)Nc1nc2c(C)cccc2s1 | . | 5% | . | 19
O=C(Nc1ncnc2sc3c(c12)CCCCC3)c1ccccc1 | 5% | 0% | 2 | 20
Cc1cccc(C(=O)Nc2ccccc2SCC(=O)Nc2ccc(C)c(Cl)c2)c1 | . | 2% | -19 | 2
CCOc1ccc(NC(=S)c2ccncc2)cc1 | . | -4% | . | -18

Screens from PubChem.

Some of the compounds tested; rates above refer to the full screens.
